High-throughput results deposited in PubChem by National Center for Advancing Translational Sciences (NCATS).
D1 ag = human D1 receptor agonism. P21728. HEK293 T-REx D1 cells, calcium flux, agonist mode. activation, % at 2 µM. actives 1% (n = 360,000); in the data active means activation above about 30%; further: 0% is about no effect
Target sequence (P21728 whole entry, looked up): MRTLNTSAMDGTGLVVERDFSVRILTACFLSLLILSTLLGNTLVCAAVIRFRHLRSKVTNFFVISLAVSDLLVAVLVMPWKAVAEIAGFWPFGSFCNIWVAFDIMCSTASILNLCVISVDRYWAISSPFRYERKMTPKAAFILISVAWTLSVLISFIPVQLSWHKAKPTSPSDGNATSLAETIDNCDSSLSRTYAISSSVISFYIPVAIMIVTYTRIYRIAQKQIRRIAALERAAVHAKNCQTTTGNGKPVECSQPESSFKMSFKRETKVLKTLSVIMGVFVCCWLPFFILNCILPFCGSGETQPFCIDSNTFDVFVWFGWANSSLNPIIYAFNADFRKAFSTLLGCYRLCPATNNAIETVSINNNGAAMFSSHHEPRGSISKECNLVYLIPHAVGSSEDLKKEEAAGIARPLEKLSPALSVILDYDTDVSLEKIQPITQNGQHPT
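Tetracycline-induced HEK293 TREx D1 cells, force-coupled to calcium signalling, were dye-loaded with a no-wash calcium kit. Compound was pin-added after a 10 s baseline. Fluorescence was read kinetically at 1 cycle/s for 180 s, with calcium rises flagged as agonism.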
D2 potentiator = positive allosteric modulators of human D2 dopamine receptor; potentiation, % at 10 µM; actives 0.34% (n = 340,000); HEK293 T-REx D2, calcium flux, EC20 dopamine potentiation; AID 485347;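 active means potentiation over 3 SD above the plate norm, cut at about 30% in these data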; further: 0% is about no effect
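Tetracycline-induced HEK293 T-REx cells force-coupled to calcium signalling expressed D2; compounds were pin-added after a 10 s baseline, read kinetically 180 s, then an EC20 dopamine challenge followed with a further 180 s calcium read.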
RXFP1 agonist = agonists of human relaxin receptor RXFP1 | Q9HBX9 | HEK293T-RXFP1 cAMP TR-FRET, 30 min; response scale: percent of porcine relaxin response, buffer zero | Potency, µM (highest dose often 57.5 µM), inactives show at the highest dose activation, most hits filed as activators | actives 0.3% (n = 370,000) | AID 2676; further: potency means the concentration at half of the fitted maximal effect; on the % scale 0 is the no-effect control and ±100 the full control effect; nearly all actives have a fitted effect of over 60% in size; many of its hits are not listed in these tables
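cAMP rise read by TR-FRET after 30 min, 37C compound exposure (up to 58 uM) in RXFP1-transfected HEK293 cells with Ro 20174 present. EC50 from Hill-equation fits, with 29 nM porcine relaxin as 100% and buffer as basal.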
D1 PAM = enhances dopamine response at the human D1 receptor; HEK293 TREx D1 cells, calcium flux, dopamine EC20 potentiation; actives 0.036% (n = 360,000); AID 504651; potentiation, % at 10 µM; in the data active means potentiation above about 30%; further: 0% is about no effect
D1 antagonist = antagonists of human D1 dopamine receptor; actives 3.2% (n = 360,000); AID 504652; activity change, negative = inhibition, % at 10 µM; HEK293 TREx D1 cells, calcium flux, dopamine EC80; hits give low values; P21728; in the data active means activity change below about -30%; further: on the % scale 0 is the no-effect control and ±100 the full control effect
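Tetracycline-induced HEK293 Trex D1 cells, force-coupled to calcium, dye-loaded; compounds added and read 180 s, then EC80 dopamine added and calcium flux tracked kinetically another 180 s.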
Vif-APOBEC3F blk = inhibitors of Vif-A3F interaction; HeLa A3F-eYFP + Vif (tagged APOBEC3F with the HIV-1 protein that degrades it), YFP fluorescence increase; Potency, µM (doses to about 46.1 µM), inactives show top-dose activity, negative = active; actives 0.2% (n = 390,000); AID 602313; further: potency means the concentration at half of the fitted maximal effect; % of control where 0% means no effect; nearly all actives have a fitted effect of over 65% in size
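HeLa cells stably expressing Vif plus C-terminally eYFP-tagged A3F were seeded, incubated overnight at 37 deg C, dosed with compound, incubated overnight again at 37 deg C. Yellow fluorescence (Ex 488/Em 500-530) reported blocked Vif-mediated A3F-eYFP degradation.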
Vif-APOBEC3G blk = Vif-A3G binding inhibition; Q9HC16; HeLa A3G-eYFP + Vif (tagged APOBEC3G with the HIV-1 protein that degrades it), YFP fluorescence, overnight; Potency, µM (top dose mostly 46.1 µM), without a hit: at the highest dose activity, negative = active, actives largely listed as inhibitors; actives 0.076% (n = 410,000); AID 602310;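 further: potency means the concentration at half of the fitted maximal effect; on the % scale 0 is the no-effect control and ±100 the full control effect; nearly all actives have a fitted effect of over 60% in size; hits raise eYFP signal because A3G escapes Vif-driven loss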
Target sequence (Q9HC16 whole entry, looked up): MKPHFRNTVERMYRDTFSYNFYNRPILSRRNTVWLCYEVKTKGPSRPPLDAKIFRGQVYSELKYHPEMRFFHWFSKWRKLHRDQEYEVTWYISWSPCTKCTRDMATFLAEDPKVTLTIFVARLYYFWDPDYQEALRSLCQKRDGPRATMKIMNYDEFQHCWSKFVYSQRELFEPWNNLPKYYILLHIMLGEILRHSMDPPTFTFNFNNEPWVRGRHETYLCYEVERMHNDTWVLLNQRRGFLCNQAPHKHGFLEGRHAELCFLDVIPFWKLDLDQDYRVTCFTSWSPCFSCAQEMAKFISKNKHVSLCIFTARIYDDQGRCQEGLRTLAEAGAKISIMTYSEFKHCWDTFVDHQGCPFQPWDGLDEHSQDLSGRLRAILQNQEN
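Read-out is eYFP fluorescence (Ex 488/Em 500-530) from Vif-expressing HeLa A3G-eYFP cells; more signal means A3G escaped Vif-mediated degradation. Cells plated overnight, compound pinned in, incubated overnight at 37 deg C.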
LDHA block = blocks human lactate dehydrogenase A | actives 0.15% (n = 480,000) | activity change, % (values are at about 110 or 230 µM) | P00338 | purified LDHA, NADH/diaphorase-resazurin fluorescence; hits give low values; in the data active means activity change below about -30%; inconclusive means mostly about -25% to -30%;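 further: plate controls were DMSO wells for no effect and wells without enzyme for full effect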
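Human LDH5 at 2 nM final in Tris HCl pH 7.4 with 0.06 mM NADH and 0.2 mM pyruvate, reacted 5 minutes at room temperature. Remaining NADH coupled via diaphorase/resazurin; resorufin fluorescence read at 0 and 20 minutes, normalized to enzyme-free and DMSO wells.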
GRP78 ERSR act = induces the endoplasmic reticulum stress response in human glioma cells | actives 0.02% (n = 420,000) | Potency, µM, for inactives: top-dose activation, most hits filed as activators | U87-MG GRP78 promoter luciferase reporter, 16 h; further: potency means the concentration at half of the fitted maximal effect; series mostly up to about 76 µM; % of control where 0% means no effect; nearly all actives have a fitted effect of over 35% in size
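Stably transfected U87-MG human glioma cells carrying a GRP78-based luminescent sensor were seeded at 1000 cells/well, pin-dosed with compounds and incubated 16 h. Luciferase reagent was then added, and end-point luminescence was read after 10 min at room temperature.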
Numbers without * were called inactive; u = inconclusive; x = no result given. Unless noted, the call rests on the fitted dose curve; in most records, active means well fitted curve in the direction sought with a large enough effect; inconclusive means small, poorly fitted or top-dose-only effect, or another doubt; inactive means no such curve, though single readings can be large; an effect the other way counts as inactive or inconclusive.

The line under a structure holds: D1 ag | D2 potentiator | RXFP1 agonist | D1 PAM | D1 antagonist | Vif-APOBEC3F blk | Vif-APOBEC3G blk | LDHA block | GRP78 ERSR act
> O=C(c1ccco1)N1CCN(c2ncnc3c(-c4ccc(Cl)cc4)nsc23)CC1
    1 | 7 | 4.1% | -2 | -4 | -18% | -1% | -5 | -4%
> CC(NC(=O)COC(=O)C1=COCCO1)C12CC3CC(CC(C3)C1)C2 (stereo not given)
    1 | -3 | 0.1% | 6 | 11 | 8% | 0% | 1 | -2%
> CC1CN(C(=O)c2cccc(S(=O)(=O)Nc3ccccc3Cl)c2)CC(C)O1 (stereo not given)
    2 | -1 | -1.1% | 8 | 3 | 2% | 0% | -5 | -5%
> CC1CC(C)CN(C(=O)c2ccc(CNc3c(N4CCCC4)c(=O)c3=O)cc2)C1 (stereo not given)
    -1 | 2 | 6.7% | 4 | 8 | -4% | 2% | -3 | 1%
> CCC(C)N(C(=O)COC(=O)CSc1ccc([N+](=O)[O-])cc1)C1CCS(=O)(=O)C1 (stereo not given)
    0 | -4 | -0.8% | -1 | -3 | 11% | 0% | 6 | -8%
> COc1cc(NC(=O)C2CC(=O)NC3=C2C(=O)CC(C)(C)C3)c(OC)cc1Cl (stereo not given)
    1 | 17 | 3.8% | 2 | 1 | 3% | -4% | -5 | -2%
> Cc1cc(C(=O)N/N=C(\CCC(=O)O)c2cccs2)c2ccccc2n1
    4 | 5 | 1.3% | -7 | 5 | -17% | -29% | -5 | -6%
> Cn1c(NC(=O)C2c3ccccc3Oc3ccccc32)cc(=O)n(C)c1=O
    1 | -7 | 0.0% | 10 | 12 | 2% | -10% | -1 | -7%
> CSc1ccc(Cl)c(C(=O)Nc2ccc(Cl)cn2)c1
    3 | 9 | 1.0% | -5 | 2 | -1% | u | -6 | 2%
> O=C(CN1C(=O)NC2(CCCCCCC2)C1=O)NCc1ccc(Cl)cc1
    x | x | x | x | x | -1% | -7% | -2 | -5%
> CCN(CC(=O)Nc1ccc(C(C)=O)cc1)CC(=O)Nc1ccccc1C(F)(F)F
    3 | 11 | -1.2% | -2 | -9 | 5% | 4% | -2 | -4%
> CC(=O)c1sc(NCc2ccccc2)nc1C
    6 | -3 | 0.5% | -5 | -6 | 2% | 1% | -9 | 2%
> Cc1cccc(-n2nnc3c(=O)n(Cc4ccccn4)cnc32)c1
    5 | 2 | 0.9% | -3 | -16 | 2% | -2% | -8 | 0%
> COc1ccccc1CNC(=O)CCCn1c(=O)c2ccccc2n(Cc2ccc(C)cc2)c1=O
    1 | -3 | u | 2 | 1 | -5% | 1% | -7 | -5%
> CC(C)CCN1CCN(Cc2ccc(C#CC(C)(C)O)s2)CC1CCO (stereo not given)
    1 | 11 | -1.1% | -10 | -18 | -6% | 0% | -10 | -3%

(next part)
The line under a structure holds: D1 ag | D2 potentiator | RXFP1 agonist | D1 PAM | D1 antagonist | Vif-APOBEC3F blk | Vif-APOBEC3G blk | LDHA block | GRP78 ERSR act
> O=C(CSc1nc2c(c(=O)[nH]1)CCC2)Nc1cc(C(F)(F)F)ccc1Cl
    -1 | 3 | 1.6% | -2 | -13 | x | x | -3 | x
> COc1cc(CNCc2ccccn2)ccc1OCC(=O)NC(C)(C)C
    2 | -1 | -0.9% | -3 | -16 | -13% | -1% | 2 | -4%
> O=C(Nc1ccc(Cl)c(S(=O)(=O)N2CCOCC2)c1)c1ccccn1
    1 | -7 | -0.3% | 5 | -1 | 0% | 4% | 6 | 0%
> COc1ccc(C(CNC(=O)COc2ccccc2OC)N2CCCCC2)cc1 (stereo not given)
    0 | -19 | -0.1% | 4 | -4 | 6% | 1% | -5 | -2%
> Cc1cc(N2C(=O)c3ccc(C(=O)Nc4ccc(CC(=O)O)cc4)cc3C2=O)no1
    3 | -5 | -2.2% | 0 | 5 | 1% | 3% | -5 | -1%
> N#Cc1cn(Cc2ccccc2)c(=O)[nH]c1=O
    1 | -3 | -1.8% | -3 | 6 | -9% | 0% | -6 | -1%
> O=C(COC(=O)Cc1ccc(F)cc1)Nc1ccc2[nH]c(=O)[nH]c2c1
    0 | 5 | -0.5% | 1 | 14 | -6% | 0% | -5 | -1%
> S=C(NCCc1ccccc1)N1CCC2CC1c1c(Cl)cccc12 (stereo not given)
    x | x | x | x | x | -6% | -1% | -3 | -2%
> Cc1ccc(C2CC(c3ccccc3OC(F)F)Nc3ncnn32)cc1 (stereo not given)
    1 | 11 | 2.1% | 0 | -9 | 0% | 11% | -4 | 1%
> CCOC(=O)CN1CC23C=CC(O2)C(C(=O)Nc2ccc(C(C)=O)cc2)C3C1=O (stereo not given)
    1 | -1 | 0.9% | 0 | -1 | 0% | -1% | -5 | 1%
> NC(=O)c1ccc(NC(=O)COC(=O)c2c3c(nc4ccccc24)/C(=C\c2cccs2)CCC3)cc1
    6 | -3 | 5.0% | 1 | -3 | -1% | -21% | -5 | -4%
> O=C(c1cccc(N2CCCC2=O)c1)N1CCOCC1
    2 | 3 | 0.3% | 1 | -17 | 0% | 0% | -2 | -4%
> Cc1ccc(NC(=O)N2CCC(c3nc4c(nnn4Cc4c(F)cccc4Cl)c(=O)[nH]3)CC2)cc1
    2 | 1 | 0.8% | -15 | -41* | 0% | 2% | -1 | -1%
> Cc1cc(C)cc(NC(=O)C2CCN(c3nccs3)CC2)c1
    2 | 9 | -0.1% | 0 | 3 | 6% | 0% | -2 | -9%
> NS(=O)(=O)c1cccc(C(=O)NC2CCSc3ccccc32)c1 (stereo not given)
    0 | 18 | -2.8% | -7 | -7 | -4% | -4% | -2 | 0%

Rewritten as comma-separated lines: part of the list above
smiles,D1 ag,D2 potentiator,RXFP1 agonist,D1 PAM,D1 antagonist,Vif-APOBEC3F blk,Vif-APOBEC3G blk,LDHA block,GRP78 ERSR act
O=C(c1ccco1)N1CCN(c2ncnc3c(-c4ccc(Cl)cc4)nsc23)CC1,1,7,4.1%,-2,-4,-18%,-1%,-5,-4%
CC(NC(=O)COC(=O)C1=COCCO1)C12CC3CC(CC(C3)C1)C2 (stereo not given),1,-3,0.1%,6,11,8%,0%,1,-2%
CC1CN(C(=O)c2cccc(S(=O)(=O)Nc3ccccc3Cl)c2)CC(C)O1 (stereo not given),2,-1,-1.1%,8,3,2%,0%,-5,-5%
CC1CC(C)CN(C(=O)c2ccc(CNc3c(N4CCCC4)c(=O)c3=O)cc2)C1 (stereo not given),-1,2,6.7%,4,8,-4%,2%,-3,1%
CCC(C)N(C(=O)COC(=O)CSc1ccc([N+](=O)[O-])cc1)C1CCS(=O)(=O)C1 (stereo not given),0,-4,-0.8%,-1,-3,11%,0%,6,-8%
COc1cc(NC(=O)C2CC(=O)NC3=C2C(=O)CC(C)(C)C3)c(OC)cc1Cl (stereo not given),1,17,3.8%,2,1,3%,-4%,-5,-2%
Cc1cc(C(=O)N/N=C(\CCC(=O)O)c2cccs2)c2ccccc2n1,4,5,1.3%,-7,5,-17%,-29%,-5,-6%
Cn1c(NC(=O)C2c3ccccc3Oc3ccccc32)cc(=O)n(C)c1=O,1,-7,0.0%,10,12,2%,-10%,-1,-7%

(continued)
The line under a structure holds: D1 ag | D2 potentiator | RXFP1 agonist | D1 PAM | D1 antagonist | Vif-APOBEC3F blk | Vif-APOBEC3G blk | LDHA block | GRP78 ERSR act
> O=C(Nc1ccccc1N1CCOCC1)c1cccc2c(Br)cccc12
    5 | -7 | 2.9% | 7 | 0 | -12% | 0% | -1 | -1%
> COCCn1c(C)c(C(=O)O)sc1=S
    1 | 1 | -0.3% | 2 | 1 | 2% | -1% | -7 | -4%
> Cc1ccc(CNC(=O)CN2C(=O)c3ccccc3S2(=O)=O)cc1
    4 | -4 | 3.2% | 3 | -4 | -20% | 2% | -6 | 2%
> Oc1cccc(-c2nc3ccc4ccccc4c3c3c2CCC3)c1
    7 | -3 | 0.4% | -4 | -2 | -13% | 1% | 2 | 3%
> O=C(CNC(=O)c1cccc(Cl)c1)N/N=C/c1cccnc1
    2 | -8 | -0.8% | 0 | 2 | -3% | -2% | -3 | -1%
> COCc1cc(=O)[nH]c2cc(NC(=O)c3cccc(OC)c3)c(C)cc12
    3 | 1 | u | 0 | 0 | 7% | 1% | -10 | -5%
> Cc1cc(=O)n(-c2ccc(C(=O)O)cc2)[nH]1
    -2 | -1 | -3.7% | 1 | 10 | 0% | 7% | 2 | -5%
> CC(=O)Nc1nn(C)c2nc3cc(C)ccc3cc12
    1 | -16 | 1.5% | -3 | 19 | -1% | -5% | -3 | -2%
> O=C(C1CCCN(S(=O)(=O)c2ccc(F)cc2)C1)N1CCCCCC1 (stereo not given)
    5 | 1 | -0.1% | -2 | 0 | 1% | 2% | -7 | 0%
> COc1ccc(-c2nnn(CC(=O)N3CCOCC3)n2)cc1
    3 | -7 | -0.5% | 1 | -5 | 0% | 2% | -9 | -2%
> CCC(C(=O)N1CCN(c2cc(C)ccc2C)CC1)n1nc(C)n2c(cc3occc32)c1=O (stereo not given)
    2 | 0 | -0.5% | 3 | -23 | 8% | 6% | 1 | -3%
> COc1cc(-c2nc(N)n[nH]2)cc(OC)c1OC
    1 | 1 | 1.8% | 2 | 8 | -7% | -9% | -6 | -2%
> CC1CCN(C(=O)C2CCCN(c3ncnc4c3nc3n4CCCCC3)C2)CC1 (stereo not given)
    0 | 13 | 8.6% | 0 | -37* | -1% | 2% | 0 | -1%
> COc1ccc(CNC(=O)c2cccc(N3CCCS3(=O)=O)c2)cc1OC
    3 | -3 | -0.9% | -1 | -19 | 7% | 9% | -2 | -1%
> O=C(NCC12CC3CC(CC(C3)C1)C2)c1nn2cccnc2c1Cl
    2 | 10 | 0.4% | -1 | 15 | -3% | -1% | 3 | -1%

This is a subset, so the mix of outcomes need not match the whole.
